FBA Mtb inh: Mtb fructose-bisphosphate aldolase inhibition; P9WQA3; actives 2.3% (n = 360,000); purified M. tuberculosis FBA, fluorescence read-out; inhibition, % at 1 µM; in the data active = inhibition above about 27%;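 note: 0% = vehicle and 100% = reference inhibitor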
Target sequence (P9WQA3 whole entry, looked up): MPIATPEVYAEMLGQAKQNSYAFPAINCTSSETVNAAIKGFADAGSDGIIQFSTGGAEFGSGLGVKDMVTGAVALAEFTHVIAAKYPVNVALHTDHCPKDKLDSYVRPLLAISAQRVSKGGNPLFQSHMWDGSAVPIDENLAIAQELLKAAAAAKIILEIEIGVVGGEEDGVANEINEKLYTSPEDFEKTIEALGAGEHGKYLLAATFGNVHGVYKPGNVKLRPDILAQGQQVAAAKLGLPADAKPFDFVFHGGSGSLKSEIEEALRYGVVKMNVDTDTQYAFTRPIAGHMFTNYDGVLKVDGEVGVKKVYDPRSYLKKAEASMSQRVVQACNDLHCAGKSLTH
Mtb UGM inh: blocks M. tuberculosis UGM enzyme | purified UGM, fluorescence polarization probe displacement | inhibition, % at 10 µM | actives 0.06% (n = 320,000); in the data active = inhibition above about 10%, passing the limit was not always enough; inconclusive = no clear call, values can overlap the other calls
Target sequence (P9WIQ1 whole entry, looked up): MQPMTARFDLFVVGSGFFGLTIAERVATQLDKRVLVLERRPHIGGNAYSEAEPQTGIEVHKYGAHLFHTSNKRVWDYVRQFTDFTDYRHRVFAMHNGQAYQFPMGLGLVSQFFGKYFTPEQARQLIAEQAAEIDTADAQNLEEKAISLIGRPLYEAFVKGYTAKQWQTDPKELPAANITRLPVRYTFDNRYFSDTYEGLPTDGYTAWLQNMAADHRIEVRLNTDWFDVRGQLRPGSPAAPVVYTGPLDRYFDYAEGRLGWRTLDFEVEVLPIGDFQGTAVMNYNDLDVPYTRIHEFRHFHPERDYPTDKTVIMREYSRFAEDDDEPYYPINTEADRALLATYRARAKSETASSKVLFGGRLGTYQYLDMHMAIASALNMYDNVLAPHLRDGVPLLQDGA
FadD28 FP inh: blocks FadD28 binding to the bisubstrate probe; fluorescence polarization; inhibition, % at 12.5 µM; actives 0.22% (n = 360,000); AID 588549; in the data active = inhibition above about 8.5%, passing the limit was not always enough; inconclusive = no clear call, values can overlap the other calls
MazEF act: MazEF (E. coli) toxin RNase activation; AID 504720; actives 0.32% (n = 350,000); activation, % at 20 µM; FAM/BHQ RNA-DNA oligo cleavage fluorescence, 5 h; P0AE70; in the data active = activation above about 50%
Target sequence (P0AE70 whole entry, looked up): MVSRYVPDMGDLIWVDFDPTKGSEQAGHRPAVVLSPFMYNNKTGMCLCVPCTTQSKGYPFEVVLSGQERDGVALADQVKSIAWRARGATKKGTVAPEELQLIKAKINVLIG
BoNT F protease: blocks Botulinum neurotoxin F light chain protease; Multiplex microsphere protease cleavage assay, flow cytometry; inhibition, % at 10 µM; actives 0.22% (n = 360,000); AID 588497; in the data active = inhibition above about 35%, passing the limit was not always enough; inconclusive = no clear call, values can overlap the other calls; note: plate controls were buffer without enzyme for full effect and enzyme alone for no effect
PrPC TRFRET: inhibitors of human cell surface prion protein PrPC | TR-FRET read-out | inhibition, % at 13.8 µM | actives 0.43% (n = 370,000) | AID 720596; in the data active = inhibition above about 24%; note: 0% = median of the test wells and 100% = reference compound wells
Rv3671c protease: inhibitors of M. tuberculosis serine protease Rv3671c; P9WHR9; inhibition, % at 5.96 µM; actives 0.048% (n = 320,000); AID 2606; in the data active = inhibition above about 38%;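 note: extracellular domain of Rv3671c used as enzyme; 0% = enzyme with DMSO and 100% = no enzyme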
Mtb BioA inh: inhibitors of Mycobacterium tuberculosis BioA enzyme; purified M. tuberculosis BioA enzyme, plate reader; inhibition, % at 9.99 µM; actives 0.096% (n = 360,000); AID 602481; in the data active = inhibition above about 40%; inconclusive = no clear call, values can overlap the other calls
GDH-TPI counter: GDH-TPI coupled enzyme inhibition counter-screen; actives 1.2% (n = 360,000); inhibition, % at 4.8 µM; GDH-TPI coupled enzyme counterscreen, NADH absorbance; in the data active = inhibition above about 30%;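 note: 0% = DMSO wells and 100% = wells lacking the enzyme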
Numbers without * were called inactive; ? = inconclusive; · = no result given; & = joins results of further samples.

SMILES	FBA Mtb inh	Mtb UGM inh	FadD28 FP inh	MazEF act	BoNT F protease	PrPC TRFRET	Rv3671c protease	Mtb BioA inh	GDH-TPI counter
COc1cc2c(cc1OC)CN(Cc1cc(OC)c(O)c(OC)c1)CC2	-1	2.1	-2.0	4	-4	4	5	·	-1
CN(C(=O)COC(=O)COc1ccc(Cl)cc1Cl)c1c(N)n(Cc2ccccc2)c(=O)[nH]c1=O	-1	-1.5	-1.0	0	-3	-1	-1	·	7
CC(=O)C1=C(C)NC(SCc2cccc3ccccc23)=C(C#N)C1c1ccco1 (stereo not given)	1	-1.5	-1.1	-7	-4	-4	-28	·	4
CC(C)c1nnc(NC(=O)C2CCCN2C(=O)Nc2ccc(F)cc2)s1 (stereo not given)	-1	-1.7	-2.3	3	-1	4	-1	0.8	3
Cc1ccc(C(=O)NCCCc2ccccc2)s1	-1	1.4	-1.2	-13	-12	1	-5	-0.5	7
O=C(CN(C(=O)c1csnn1)c1ccc(Br)cc1)NC1CCCCC1	2	-2.7	-3.0	-3	-9	1	-5	2.9	5
Nc1c(Br)c(=O)[nH]c(=O)n1-c1ccccc1	0	-2.4	-1.8	-2	-19	-6	26	0.0	-6
O=C(Nc1ccc(F)cc1)C(c1ccccc1)N1CCN(CC(=O)N2CCOCC2)CC1 (stereo not given)	3	0.0	-0.6	5	-1	-6	6	-0.8	-2
Cc1ccc(-c2nc3ccc(C)cn3c2Cc2ccsc2)cc1	15	·	-9.1	·	2	2	·	-1.7	·
Cc1cc(C)nc(NCC(O)CNc2ccccc2Cl)n1 (stereo not given)	1	3.8	1.3	5	-6	7	-10	0.8	9
CCC1CCc2sc(C(=O)NNC(=O)c3ccncc3)cc2C1 (stereo not given)	-2	1.5	-3.8	2	6	1	-2	·	1
CC(C)C[C@H]1CNC(=S)N1C[C@H]1CCCN1C[C@H](Cc1ccc(O)cc1)N1C[C@H](Cc2ccccc2)N(CCc2ccccc2)C1=S	-4	·	-3.7	·	-14	10	·	-2.5	·
CCCCn1c(O)c(/C=C2/C=CC=N2)c(=O)[nH]c1=O	-1	-3.9	-1.9	0	?	4	1	-1.5	16
CN(C)c1ccc(/C=C(\C#N)c2ccccn2)cc1	-9	-1.6	0.5	30	1	-14	-2	-2.5	16
CCC(CC)C(=O)N1CCN(Cc2nc3ccccc3c(=O)[nH]2)CC1	1	0.7	-2.8	-16	-7	10	4	-0.5	-3
Cc1ccc(S(=O)(=O)Nc2nc(C)cc(NN)n2)cc1	2	0.4	-0.2	0	·	6	-6	·	12
COc1cccc(Nc2nc3ccc(OC)cc3s2)c1	-2	1.7	1.7	-2	-2	-2	4	·	-7
Cc1nc([N+](=O)[O-])cn1C(C)C	2	-2.8	-0.4	7	3	5	12	0.4	12
O=C(CSc1nc(-c2ccccc2)cc(C(F)(F)F)n1)NCc1cccs1	·	1.3	0.1	-2	-5	0	-12	·	·
Cc1ccc2sc(-c3ccc(NC(=O)c4cc(-n5cnnc5)ccc4Cl)cc3)nc2c1	15	-0.9	-6.2	-14	-1	5	-75	-0.8	0
NNC(=O)c1ccc(COCC(F)(F)F)cc1	-6	-0.1	-3.8	0	?	-2	-6	·	-12
Cc1ccc(SCC(=O)NCc2ccccc2)cc1	-1	5.1	-0.1	-4	3	0	5	-0.4	-4
CC(=O)c1ccc(S(=O)(=O)Oc2ccc(C(=O)O)cc2Cl)cc1	-5	3.0	-5.0	0	-5	-5	5	-2.4	3
CCOC(=O)c1cc2c(=O)c3cc(C)ccc3oc2nc1C	2	-1.9	-4.6	-1	3	·	-11	·	1
Cc1ccc(NC(=O)[C@@H]2CCCN2C(=O)c2cccs2)cc1S(=O)(=O)N1CCCCC1	-1	·	-2.8	-2	6	-10	-13	-0.2	0
CCC(C)NC(=O)C1(N2C(=O)c3ccccc3C2=O)CCCC1 (stereo not given)	0	·	-0.2	-5	-5	7	·	-0.4	2
O=C(O)c1ccccc1NS(=O)(=O)c1cccc2cccnc12	4	0.2	0.5	3	-5	2	-3	-2.5	8
COCCn1c(C)cc(C(=O)COC(=O)CCN2C(=O)c3ccccc3C2=O)c1C	-2	-0.2	-0.3	-8	8	3	-6	0.7	10
C=CCNC(=S)Nc1c(N)n(C)c(=O)n(C)c1=O	-4	1.7	-1.1	3	-7	5	-2	0.8	-9
COc1cc(OC)c(/C=N/N2CCN(c3ccccc3OC)CC2)c(OC)c1	2	6.2	-1.9	1	-4	6	12	0.7	5
C[C@@H]1CN([C@@H](C)CO)C(=O)CCCn2cc(nn2)CO[C@H]1CN(C)S(=O)(=O)c1cccc(F)c1	0	·	-1.6	3	-2	6	·	-1.7&0.7&-0.3	1
CC(C)CCNC(=O)CN(Cc1ccco1)C(=O)c1snc(C(N)=O)c1N	6	-0.3	-1.9	2	-6	-5	6	-0.7	6
Cn1cc(/C=N/n2cnc3scc(-c4ccccc4)c3c2=O)c2ccccc21	-12	-1.7	-3.5	-2	-9	-3	-14	1.3	8
CCC(C(=O)NC1CC(C)(C)NC(C)(C)C1)c1ccccc1 (stereo not given)	0	0.5	-0.2	-26	-11	-3	2	-0.7	-5
CCc1c(C)nc(N)nc1OCC(F)(F)C(F)F	-2	4.1	-3.6	1	-2	-5	5	0.2	-14
Cn1c(=O)c2c(ncn2CC(O)CNc2ccc(F)cc2)n(C)c1=O (stereo not given)	0	0.4	-5.0	2	-6	1	5	·	-8
O=C(COC(=O)c1ccc2c(c1)C(=O)N(c1cccc3ncccc13)C2=O)c1ccc(Cl)cc1	-2	-0.4	-2.1	10	2	-4	-3	-0.5	6
C=CCn1c(=N)n(CC(=O)OCC)c2ccccc21	8	-0.6	-0.6	1	12	-2	4	-2.7	-1
COc1cccc(NC2CC(=O)N(CCc3ccccc3)C2=O)c1 (stereo not given)	0	2.4	-2.0	-3	?	-2	6	-0.4	-2
Cc1ccc(NC(=O)COC(=O)CC2SC(N3CCCC3)=NC2=O)cc1 (stereo not given)	0	-1.3	·	3	4	-5	-3	-0.7	-8
CC(=O)C[C@H](O)CC(=O)[C@H]1OC(=O)CC/C=C\Cc2ccccc21	2	-0.4	0.2	3	7	1	8	-0.9	6
O=C(Nc1c2c(nn1-c1ccccc1)CS(=O)(=O)C2)c1cc2ccccc2o1	0	-0.4	0.9	-14	-1	3	-8	-1.7	-2
O=C(CNC(=O)c1ccco1)Nc1ccc(F)c(Cl)c1	0	0.3	-2.7	4	3	7	·	-0.6	-4
CCN(C(=O)COC(=O)c1ccc(=O)n(Cc2ccccc2)n1)C1CCS(=O)(=O)C1 (stereo not given)	0	·	0.3	4	8	1	·	-0.1	-1
COc1cc(OC)cc(C(=O)NCC(=O)N2CCN(Cc3ccccc3)CC2)c1	2	2.1	-0.8	-3	2	0	3	-2.2	5
CCCOC(=O)Nc1cc(OC)ccc1[N+](=O)[O-]	2	-1.7	-1.3	5	-7	-8	-2	·	6
Cc1cccc(C)c1NC(=O)CNC(=O)c1ccccc1	0	1.0	·	7	-20	5	-4	·	-16
CC(C)OP(=O)(c1ccc(N(C)C)cc1)C(O)c1ccc(Br)cc1 (stereo not given)	0	1.0	-2.6	9	-18	7	10	·	-6
CSc1ccc(NC(=O)C2(C)CCN2C(=O)c2cc(C)n(C)n2)cc1 (stereo not given)	-1	·	-3.3	·	-5	-5	·	4.7	0
CCOC(=O)C1CCCN(C(=O)CN2CCN(Cc3ccc(Cl)cc3)C2=O)C1 (stereo not given)	·	-2.6	·	-1	·	5	-2	·	·
CC(Sc1nc(C2CC2)n(-c2ccccc2)n1)C(=O)c1c(N)n(C)c(=O)n(C)c1=O (stereo not given)	1	-10	-5.0	2	-8	0	-4	-1.0	-4
COc1ccccc1N1CCN(C(=O)c2ccc(COc3cccc4c3OC(C)(C)C4)cc2)CC1	-3	-1.4	-1.7	8	-12	-7	-8	-0.7	2
Cc1ccc(S(=O)(=O)Nc2c3ccccc3nc(=O)n2-c2ccccc2)cc1	9	-2.1	-0.9	7	21	-5	4	-0.3	22
O=C(NCC(c1cccnc1)N1CCOCC1)c1ccc2c(c1)OCO2 (stereo not given)	-3	1.6	-0.1	5	-10	1	-2	1.9	17
Cc1ccc(S(=O)(=O)n2nc(C)c(S(=O)(=O)N3CCOCC3)c2C)cc1	1	-0.4	-3.6	-6	1	-1	-1	-2.7	-17
Cc1ccccc1Nc1nc(N)nc(CSc2nnc(-c3ccccc3)n2C)n1	-3	5.2	-3.3	12	3	0	-8	0.5	0
COc1cc(C(=O)NCC(=O)OC(C)C(=O)Nc2ncc(Cl)cc2Cl)cc(OC)c1OC (stereo not given)	48*	2.9	1.1	8	-3	7	-5	·	-4
O=C(O)c1ccc(N/N=C/c2c(F)cccc2Cl)cc1	-1	-0.7	1.1	4	?	-4	2	1.9	38*
O=C(Nc1ccccc1)C1=C[C@H](c2ccccc2)C[C@H](OCCCCO)O1	8	0.3	-1.0	-16	-4	-4	-5	-4.0	10
CNC(=O)COC(=O)c1ccc([N+](=O)[O-])cc1Cl	-1	-2.1	1.8	0	-2	-17	-5	·	-2

Profiles, quoted from the list. Values in the order: FBA Mtb inh	Mtb UGM inh	FadD28 FP inh	MazEF act	BoNT F protease	PrPC TRFRET	Rv3671c protease	Mtb BioA inh	GDH-TPI counter
`O=C(NCC(c1cccnc1)N1CCOCC1)c1ccc2c(c1)OCO2` (stereo not given) is entered as -3	1.6	-0.1	5	-10	1	-2	1.9	17
`Cc1cccc(C)c1NC(=O)CNC(=O)c1ccccc1` is entered as 0	1.0	·	7	-20	5	-4	·	-16
`O=C(Nc1ccccc1)C1=C[C@H](c2ccccc2)C[C@H](OCCCCO)O1` is entered as 8	0.3	-1.0	-16	-4	-4	-5	-4.0	10

Quoted at random: 2 compounds from above, in no set order.
SMILES	FBA Mtb inh	Mtb UGM inh	FadD28 FP inh	MazEF act	BoNT F protease	PrPC TRFRET	Rv3671c protease	Mtb BioA inh	GDH-TPI counter
CC(Sc1nc(C2CC2)n(-c2ccccc2)n1)C(=O)c1c(N)n(C)c(=O)n(C)c1=O (stereo not given)	1	-10	-5.0	2	-8	0	-4	-1.0	-4
CNC(=O)COC(=O)c1ccc([N+](=O)[O-])cc1Cl	-1	-2.1	1.8	0	-2	-17	-5	·	-2

The main list resumes, repeating the two entries before the break.
SMILES	FBA Mtb inh	Mtb UGM inh	FadD28 FP inh	MazEF act	BoNT F protease	PrPC TRFRET	Rv3671c protease	Mtb BioA inh	GDH-TPI counter
O=C(Nc1ccccc1)C1=C[C@H](c2ccccc2)C[C@H](OCCCCO)O1	8	0.3	-1.0	-16	-4	-4	-5	-4.0	10
CNC(=O)COC(=O)c1ccc([N+](=O)[O-])cc1Cl	-1	-2.1	1.8	0	-2	-17	-5	·	-2
Cc1ccc2cc3cc(C(=O)NCCCN4CCCC4=O)oc3nc2c1	156*	-0.2	-4.4	11	1	-38	1	2.1	22
COc1cc2c3c(c1OC)Oc1ccc(cc1)C[C@H]1c4c(cc(OC)c(OC)c4Oc4ccc(cc4)C[C@@H]3N(C)CC2)CCN1C	-2	·	-4.5	7	-34	-2	0	-2.0	0
CC(=O)Nc1cc(C(=O)OC(C(=O)c2ccccc2)c2ccccc2)ccc1C (stereo not given)	-1	-1.6	-1.5	6	-11	3	-11	-2.0	6
Cc1ccc(N(CC(=O)N/N=C/c2ccc(OC3CSC3)cc2)S(=O)(=O)c2ccccc2)c(C)c1	-2	-2.0	-2.2	4	-27	7	-38	·	13
CCOP(=O)(OCC)/C(=N/OC(=O)c1ccc(OC)cc1)C(N)=O	0	-1.4	-1.6	-17	?	-2	0	-0.6	20
COc1ccc(/C=N/NC(=O)c2ccc3c(c2)NC(=O)C(C)(C)O3)cc1OC	0	0.1	-8.2	14	-31	4	0	-1.6	28
COc1cc(/C=N/NC(=O)c2nc3ccccn3c2C)cc(OC)c1O	-2	3.0	-2.8	-2	-2	5	-3	·	20
CSCCC(NC(=O)c1cccc(C)c1)C(=O)O (stereo not given)	3	-2.2	-3.2	-3	4	-1	2	·	0
Cc1cccc2c1N(CCOc1ccccc1Cl)C(=O)C2=O	1	-1.0	0.3	-4	-6	1	-1	·	0
Cc1ccc(C)c(NC(=O)CN(C)C(=O)COc2ncnc3sccc23)c1	2	-1.8	-2.7	-2	-4	-3	-5	-0.6	-3
COc1ccc2cc(S(=O)(=O)n3cnc(C)c3)ccc2c1	-1	-2.3	-4.4	9	-2	0	-2	-0.9	-8
COC(=O)c1nn(-c2ccccc2)c(Cl)c1/C=N/O	2	0.0	0.9	-34	1	3	-1	-2.2	-4
Cc1ccc(-c2nnc(CCC(=O)NCC3C4CC5CC(C4)CC3C5)o2)s1 (stereo not given)	-8	0.9	-3.0	7	2	-4	-8	·	-5
